Screens: PubChem, National Center for Advancing Translational Sciences (NCATS)
GAA inhib – blocks human lysosomal alpha-glucosidase | purified human GAA, 4-MU-alpha-glucoside fluorescence | Potency, µM (doses to about 76.9 µM), without a hit: at the top dose activity change, negative = inhibition, actives largely listed as inhibitors | 200,000 tested, 0.005% active;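 note: plate controls were uninhibited enzyme wells for no effect and no-enzyme background for full effect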
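Endpoint fluorogenic read: 20 min room-temperature reaction of 4 nM human alpha-glucosidase with 400 uM 4-methylumbelliferyl-alpha-D-pyranoside, pH 5.0, quenched with 1M NaOH/1M glycine pH 10. AC50 from Hill modeling.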
TR SRC2 fluor cs – Texas Red fluorescence interference in TRb-SRC2 counter-screen | TRb/SRC2 Texas Red total fluorescence interference | Potency, µM (highest dose often 106 µM), for the others: at the highest dose fluorescence change, negative = quenching | 280,000 tested, 0.29% active | AID 1479; active = well fitted curve in either direction with a large enough effect; inconclusive = small, poorly fitted or top-dose-only effect
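Flags fluorescent or light-absorbing compounds by total fluorescence, S + 2P, at 555 nm excitation and 632 nm emission. Mixture: 20 nM Texas Red SRC2 peptide, 0.6 uM human TRb LBD, 1 uM T3, 5% DMSO; compound exposure 5 h at ambient temperature.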
TRb-SRC2 inh – inhibitors of human thyroid hormone receptor beta-SRC2 interaction | P10828 | AID 1469 | TRbeta-SRC2 peptide binding, fluorescence polarization; receptor liganded with 1 µM T3 | 280,000 tested, 0.065% active | Potency, µM (titrated, usually from 106 µM), for inactives: at the top dose activity change, negative = inhibition, hits mostly inhibitors;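 note: plate controls were bound peptide for no effect and peptide without receptor for full effect; nearly all actives have a fitted effect of over 50% in size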
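Binding of a 20-amino-acid Texas Red SRC2 peptide (20 nM) to TRb ligand-binding domain (0.6 uM) with agonist T3 at 1 uM was followed by fluorescence polarization after a 5 hr room-temperature incubation.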
L3MBTL1 inh – inhibitors of human L3MBTL1. AlphaScreen L3MBTL1–H3K9me1 peptide binding. AID 485360. 230,000 tested, 0.66% active. Potency, µM (titrated, usually from 57.1 µM), without a hit: at the highest dose activity, negative = inhibition, most hits filed as inhibitors; note: nearly all actives have a fitted effect of over 60% in size
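L3MBTL1 (50 nM) pre-complexed 30 min with biotinylated H3(1-15)K9me1 peptide (75 nM), then compounds added for 30 min at room temperature; AlphaScreen streptavidin donor/nickel chelate acceptor beads (10 ug/mL final) read after 30 min dark incubation.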
RECQ1 inh – RECQ1 (human) helicase inhibition; AID 2549; Potency, µM (doses to about 57.3 µM), for inactives: at the highest dose activity, negative = inhibition, hits mostly inhibitors; 240,000 tested, 0.54% active; P46063; RECQ1 DNA unwinding, red fluorescence kinetic read;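 note: plate controls were vehicle for no effect and no enzyme for full effect; nearly all actives have a fitted effect of over 30% in size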
Target sequence (P46063 whole entry, looked up): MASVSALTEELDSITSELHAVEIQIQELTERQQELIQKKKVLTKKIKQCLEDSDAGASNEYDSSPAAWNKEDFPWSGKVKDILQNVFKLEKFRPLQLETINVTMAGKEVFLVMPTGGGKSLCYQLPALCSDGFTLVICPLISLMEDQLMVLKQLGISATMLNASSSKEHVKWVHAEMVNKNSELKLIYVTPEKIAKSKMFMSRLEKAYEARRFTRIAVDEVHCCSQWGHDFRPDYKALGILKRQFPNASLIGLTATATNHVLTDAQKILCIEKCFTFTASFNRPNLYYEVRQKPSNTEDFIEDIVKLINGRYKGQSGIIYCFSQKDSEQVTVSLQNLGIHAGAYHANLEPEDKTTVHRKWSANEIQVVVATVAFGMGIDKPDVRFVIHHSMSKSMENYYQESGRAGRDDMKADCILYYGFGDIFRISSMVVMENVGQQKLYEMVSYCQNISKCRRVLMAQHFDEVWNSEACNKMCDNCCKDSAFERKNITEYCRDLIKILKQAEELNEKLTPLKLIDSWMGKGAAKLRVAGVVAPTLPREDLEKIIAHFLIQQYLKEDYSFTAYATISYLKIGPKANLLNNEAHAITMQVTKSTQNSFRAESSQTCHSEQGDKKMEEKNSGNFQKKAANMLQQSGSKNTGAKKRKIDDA
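RECQ1T1 50 nM; forked duplex (20 bp + 30-nt ss tails) 200 nM, ATP 2 mM final; pH 8.0, 2 mM MgCl2, 2.5 ug/ml poly(dI-dC); 15 min compound preincubation; discontinuous kinetic read over 2 h at RT.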
GoLoco inh red – blocks human Gai1 binding to RGS12 GoLoco peptide, red readout | P63096 | Gai1:RGS12 GoLoco peptide FP, rhodamine, 10 min | Potency, µM (series often up to 61.6 µM), for inactives: at the highest dose activity, negative = inhibition, most hits filed as inhibitors | 230,000 tested, 0.44% active | AID 880; active = well fitted inhibition curve with a large enough effect, not every such curve was filed as active; inactive = no such curve, though single readings can be large or run the other way; note: nearly all actives have a fitted effect of over 30% in size; many of its hits are not listed in these tables
Target sequence (P63096 whole entry, looked up): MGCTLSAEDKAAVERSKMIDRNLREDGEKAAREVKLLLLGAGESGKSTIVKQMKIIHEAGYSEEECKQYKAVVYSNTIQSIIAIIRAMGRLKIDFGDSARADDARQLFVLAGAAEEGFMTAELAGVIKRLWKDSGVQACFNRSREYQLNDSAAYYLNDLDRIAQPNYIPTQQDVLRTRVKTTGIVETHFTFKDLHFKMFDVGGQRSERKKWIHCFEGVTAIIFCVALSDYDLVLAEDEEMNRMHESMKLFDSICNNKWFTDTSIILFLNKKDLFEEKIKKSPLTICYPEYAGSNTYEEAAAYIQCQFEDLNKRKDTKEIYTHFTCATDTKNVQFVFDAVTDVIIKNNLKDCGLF
GAA spleen mod – lysosomal alpha-glucosidase (human) modulation; 240,000 tested, 0.006% active; AID 2112; human spleen homogenate, 4-MU-alpha-glucoside fluorescence; Potency, µM (series often up to 79.9 µM), for inactives: at the top dose activity change, negative = inhibition, hits mostly inhibitors;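 note: 0% = enzyme with vehicle and -100% = no enzyme basal signal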
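Human spleen homogenate (1 ug) incubated with compounds and 1 mM 4-methylumbelliferyl-alpha-D-glucopyranoside in pH 5.0 citrate/phosphate buffer, 37 C, 40 min. Stopped at pH 10; 4-MU fluorescence (Ex 365/Em 440 nm); AC50 by Hill fit.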
GAA glycogen mod – inhibitors or activators of human alpha-glucosidase glycogen cleavage | Potency, µM (highest dose often 76.4 µM), inactives show top-dose activity change, negative = inhibition, most hits filed as inhibitors | recombinant GAA, glycogen substrate, Amplex Red glucose oxidase fluorescence | P10253 | 300,000 tested, 0.38% active | AID 2100;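 note: 0% = full enzyme reaction and -100% = no-enzyme basal signal; the screen sought inhibitors and activators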
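Recombinant human enzyme (4 nM); glycogen substrate; 37 C, 40 min, pH 5.0. Readout: coupled glucose oxidase/Amplex Red fluorescence.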
Starred values were filed as active, the others as inactive; i = inactive; ? = inconclusive; · = no result given; [ ] = another dose, or the depositor's remark. Unless noted, calls come from the whole dose curve; as a rule, active = well fitted curve in the direction sought with a large enough effect; inconclusive = small, poorly fitted or top-dose-only effect, or another doubt; inactive = no such curve, though single readings can be large; an effect the other way counts as inactive or inconclusive. Unless noted, % is set by controls: 0 for no effect and ±100 for the full control effect; potency is the fitted concentration of half-maximal effect. These rows are one share of the data; the hit share may differ from the screen's.

Preview (two entries):
SMILES	GAA inhib	TR SRC2 fluor cs	TRb-SRC2 inh	L3MBTL1 inh	RECQ1 inh	GoLoco inh red	GAA spleen mod	GAA glycogen mod
Cn1nccc1NC(=O)COCC(=O)O	-1%	-1%	-10%	9%	-5%	-6%	3%	-7%
O=C(NCc1ccc(Cl)cc1)c1cc([N+](=O)[O-])ccc1Cl	11%	0%	2%	-2%	23%	0%	0%	12%

All compounds of this part, from the start:
SMILES	GAA inhib	TR SRC2 fluor cs	TRb-SRC2 inh	L3MBTL1 inh	RECQ1 inh	GoLoco inh red	GAA spleen mod	GAA glycogen mod
Cn1nccc1NC(=O)COCC(=O)O	-1%	-1%	-10%	9%	-5%	-6%	3%	-7%
O=C(NCc1ccc(Cl)cc1)c1cc([N+](=O)[O-])ccc1Cl	11%	0%	2%	-2%	23%	0%	0%	12%
Nc1ccn(-c2ncc(C(F)(F)F)cc2Cl)c(=O)n1	?	3%	2%	6%	i	57%[activator]	-3%	24%
Cc1cccc(C)c1OCc1n[nH]c(=S)o1	0%	0%	3%	-5%	5%	6%	-1%	2%
Cc1nnc(SCC2=C(C(=O)O)N3C(=O)C(NC(=O)Cn4ncc(Cl)c4C)C3SC2)s1 (stereo not drawn)	7%	-1%	11%	·	-4%	-12%	-2%	-2%
Cc1nc(S(=O)(=O)Cc2ccccc2)nc2c1CCC2	9%	-2%	1%	6%	i	19%	4%	-7%
CC(=O)Nc1cc2c(cc1C(=O)c1ccccc1)OCCO2	-22%	1%	7%	5%	1%	4%	-6%	2%
CCCSc1nnc(NC(=O)Nc2ccc(F)cc2)s1	-5%	-3%	-7%	9%	-1%	-2%	-6%	4%
CCCCCCCCCCCCCC(=O)O	·	0%[201 µM]	4%[201 µM]	2%	-6%	17%	0%	·
CCOc1ccc(OCC)c(NC(=O)CSc2nc3c(c(=O)n(C)c(=O)n3C)n2C(C)C)c1	-9%	-6%	6%	15%	-6%	·	-8%	8%
c1ccc(-c2nnc(-c3ccccn3)nc2NC2CCCCC2)cc1	-14%	-8%	-3%	·	-9%	9%	7%	8%
COc1ccccc1/C=N/n1c(N)c(S(=O)(=O)c2cccs2)c2nc3ccccc3nc21	?	-4%	-3%	·	-15%	2%	2%	10%
Cc1ccc(NC(=S)N2CCCC(O)C2)cc1 (stereo not drawn)	12%	-3%	-7%	-3%	-11%	12%	8%	-7%
O=C(Nc1cccc(OC(=O)c2ccco2)c1)c1ccco1	-4%	-1%	-3%	-4%	2%	17%	0%	2%
CN(CCC(=O)Nc1ccc(Br)cc1)Cc1ccccc1	-13%	-4%	2%	·	-10%	-1%	4%	-4%
Cn1c(SCC(=O)N=Nc2c(O)[nH]c3ccccc23)nc2ccccc21	-1%	-3%	-8%	-2%	-7%	9%	-16%	-9%
C#CCCCO/N=C1/C[C@@H](O)[C@@H](O)[C@@H]2[C@@H]3C(=O)N(c4cccc(Oc5ccccc5)c4)C(=O)[C@H]3CC[C@@H]12	·	-4%[11.2 µM]	6%[11.2 µM]	·	3%[11.5 µM]	·	3%[17.4 µM]	·
CCN(Cc1ccccc1)C(=O)CSc1nc(C)cc2c1C(=O)OC2	-7%	-2%	-7%	-5%	-2%	1%	-2%	-10%
CC(C)CCN1CN(S(=O)(=O)c2cccs2)c2nc3ccccc3nc21	0%	1%	1%	·	-11%	-2%	-19%	0%
CCOC(=O)CSC(CC)C(=O)Nc1nnc(C(C)C)s1 (stereo not drawn)	1%	-5%	-5%	30%[activator]	2%	1%	-10%	2%
CC(C)[C@H](NC(=O)c1cccc(S(=O)(=O)N2CCOCC2)c1)C(=O)Nc1nccs1	-8%	-3%	6%	-4%	11%	7%	2%	18%
Cc1ccc(S(=O)(=O)N2CCCC2C(=O)Nc2nc3c(s2)CCCC3)cc1 (stereo not drawn)	0%	-1%	-19%	-13%	-4%	-9%	6%	-6%
Nc1[nH]ncc1-c1ccc(Cl)cc1	-8%	-6%	-1%	-20%	-7%	12%	·	-18%
COc1ccc(O)c(C(=O)c2cc(SCC(=O)O)c3nc4sc5c(c4c(=O)n3c2)CCCC5)c1	·	-9%	7%	·	i	18%	-5%	-21%
Cc1nc2ccccc2nc1N1CCC(C)CC1	-4%	0%	3%	·	-4%	5%	-1%	2%
Cc1cccc(-n2c(CCCN3C(=O)c4ccccc4C3=O)nc3ccccc3c2=O)n1	-5%	-5%	-5%	·	-5%	11%	-8%	7%
O=C(O)c1nn2c(C(F)(F)F)cc(-c3cccs3)nc2c1Cl	-3%	-8%	-2%	0%	20%	3%	-5%	-2%
Cc1ccc(NC(=O)c2oc3ccc(S(=O)(=O)N4CCOCC4)cc3c2C)cc1C	0%	-2%	-12%	6%	-2%	-1%	-7%	6%
CCOC(=O)C1=C(CSc2nc3ccccc3s2)NC(=O)NC1c1cccc([N+](=O)[O-])c1 (stereo not drawn)	3%	-1%	1%	-8%	-2%	7%	-1%	1%
COc1ccc(C=O)cc1COc1ccc(F)cc1F	-16%	-5%	2%	·	9%	32%[activator]	12%	-9%
CCCOc1ccc(S(=O)(=O)n2cc(Br)c(=O)[nH]c2=O)cc1	-1%	0%	0%	-1%	-15%	2%	2%	3%
O=C1C(c2[nH]c3ccc(S(=O)(=O)O)cc3c2O)=Nc2ccc(S(=O)(=O)O)cc21	·	?	-11%	·	i	-33%	-14%	·
O=C(O)CC1(CC(=O)Nc2ccccc2C(=O)c2ccccc2)CCCC1	0%	0%	5%	·	-15%	-10%	5%	·
Cc1cc(C)nc(NS(=O)(=O)c2ccc(NC(=S)NC(=O)CC(C)C)cc2)n1	3%	1%	-1%	11%	-5%	-2%	-6%	4%
CN1CCN(C(=S)NC(=O)/C=C/c2cccs2)CC1	-6%	-4%	3%	-5%	-3%	14%	-1%	2%
COc1cc(NC(=O)c2ccco2)c(C(=O)O)cc1OC	-2%	-9%	1%	-2%	-2%	12%	0%	3%
CCCCN(CCCC)c1nc(-c2ccncc2)nc2ccccc12	·	1%	-1%	5%	1%	4%	-4%	-3%
O=c1c(-c2ccco2)[n+]([O-])c2ccccc2n1OCc1ccccc1F	8%	-3%	-7%	·	-16%	-2%	7%	10%
CCOC(=O)CSC(CC)C(=O)Nc1nnc(CC)s1 (stereo not drawn)	1%	-4%	0%	8%	-5%	9%	-10%	1%
CCOc1ccc(Oc2c(/C=N/NC(C)=O)c(C)nn2-c2ccccc2)cc1	-30%	0%	5%	-10%	-2%	-4%	-2%	14%

A few values from the results shown.
In TRb-SRC2 inh, CCCOc1ccc(S(=O)(=O)n2cc(Br)c(=O)[nH]c2=O)cc1 reads 0%
In GAA glycogen mod, Cc1nc2ccccc2nc1N1CCC(C)CC1 reads 2%

(continued)
SMILES	GAA inhib	TR SRC2 fluor cs	TRb-SRC2 inh	L3MBTL1 inh	RECQ1 inh	GoLoco inh red	GAA spleen mod	GAA glycogen mod
c1ccc(-c2cn3c(n2)CCc2ccc4cccnc4c2-3)cc1	5%	1%	8%	1%	7%	7%	-2%	-24%
Cc1ccc(-n2ncc3c(NCc4ccco4)ncnc32)c(C)c1	-3%	-1%	-1%	-12%	i	-1%	-1%	-10%
C=CCN1CC(O)=C(c2ccccc2)C1=N	-10%	0%	9%	·	-5%	7%	-2%	0%
Cc1noc(COc2ccc(OCc3nc(C)no3)cc2)n1	3%	-5%	-13%	-6%	-4%	2%	-11%	5%
O=C(O)c1cc(-c2cccs2)nc2cc3c(cc12)OCCO3	?	-2%	5%	18%	-5%	-1%	?	-6%
NC(=O)c1ccc(NC(=O)COC(=O)/C=C/c2cccs2)cc1	6%	-1%	-8%	-4%	-1%	6%	4%	5%
O=C(/C=C/c1ccc([N+](=O)[O-])cc1)NCc1cccnc1	1%	0%	-8%	13%	i	3%	3%	0%
CCN(CC(=O)Nc1ccc2c(c1)OCCO2)c1nc(-c2cccnc2)nc2ccccc12	-4%	2%	-7%	-16%	i	14%	4%	5%
COC(=O)[C@@]1(Cc2ccccc2)[C@H]2c3cc(C(=O)N4CCCC4)n(Cc4ccccc4)c3C[C@H]2CN1C(=O)c1ccccc1	·	1%	-3%	·	-5%	2%	4%	·
c1ccc2[nH]cnc2c1	·	1%	-9%	·	1%	-12%	0%	·
CCOC(=O)N1CCC2(CC1)C(C#N)=C(N)Oc1c2c(C)nn1-c1cccc(Cl)c1	-1%	-1%	1%	-1%	-6%	17%	-13%	-29%
O=C(O)CCC(NS(=O)(=O)c1ccc(-c2ccccc2)cc1)C(=O)O (stereo not drawn)	-1%	1%	-6%	·	10%	-6%	1%	3%
C/C(=N/NC(=O)CNC(=O)c1ccccn1)c1ccccc1	10%	-1%	3%	6%	-6%	3%	2%	?
COc1cc(CCC(=O)Nc2cccc(C(F)(F)F)c2)cc(OC)c1OC	·	0%	8%	9%	3%	·	-15%	-6%
Cc1ccc(CN(Cc2ccccc2)C(=S)NCC(=O)NCc2cccnc2)o1	1%	-4%	-2%	13%	-12%	0%	3%	-2%
COc1ccc(NC(=O)CSc2nc(C)cc(C)n2)cc1	1%	1%	-3%	·	i	0%	1%	-5%
O=C(c1ccco1)N1CCN(c2ncnc3scc(-c4ccc(F)cc4)c23)CC1	-17%	-3%	-16%	-4%	-2%	4%	4%	-7%
Cc1c(Cl)c(C(=O)NNC(=S)NCc2ccco2)nn1C	-6%	1%	3%	25%	-7%	-4%	-5%	-7%
OCCN1CCN(C(c2cccs2)c2ccc3cccnc3c2O)CC1 (stereo not drawn)	-8%	0%	-2%	-3%	-7%	-48%	-7%	9%
CCN(CC)CCCNC(=O)c1cn(C)c2ccc(S(=O)(=O)N(C)C)cc2c1=O	3%	0%	-7%	-12%	-16%	2%	-13%	-3%
CCCn1cc(CN2CCC(Cc3ccccc3)(C(=O)OCC)CC2)c(C)n1	·	-2%	-4%	-5%	i	4%	-1%	15%
CCOC(=O)N1CCN(S(=O)(=O)c2ccc(OCC(=O)OC)c(C)c2)CC1	-6%	2%	-6%	8%	-7%	5%	-3%	3%
